NCI-60 one-dose screen, 48 h, at 10 µM unless noted. Numbers give growth in % (100 = growth as untreated, 0 = no growth, -100 = all killed).
MDA-MB-468 – MDA-MB-468 breast cancer | actives 8.5% (n = 78,000) | AID 2202374
MDA-MB-435 – MDA-MB-435 melanoma; AID 1794794; actives 7.8% (n = 82,000)
BT-549 – BT-549 breast cancer; AID 1794793; actives 4.4% (n = 78,000)
MOLT-4 – MOLT-4 leukemia cells | actives 6.9% (n = 80,000)
K-562 – K-562 leukemia; actives 7.4% (n = 78,000); AID 1794777
MCF7 – MCF7 breast cancer. AID 1794796. actives 6.3% (n = 82,000)
SR – SR leukemia cells. actives 8.7% (n = 73,000). AID 1794780
MDA-MB-231 – MDA-MB-231 breast cancer | actives 5% (n = 81,000)
Starred values were filed as active, the others as inactive; nt = no result given; & = joins results of further samples; [ ] = dose if it differs, or a comment. The calls were made as follows: active = growth percent below 10; inactive = the rest. Not a hit list; 15% or so of the library scored in one or more.

Below each SMILES – MDA-MB-468	MDA-MB-435	BT-549	MOLT-4	K-562	MCF7	SR	MDA-MB-231
> CCCC(NC(=O)c1cccc(N2C(=O)/C(=C/c3cccc(F)c3)SC2=S)c1)C(=O)O (centres undefined)
  nt	99.6	105.3	119.0	102.5	89.8	107.2	100.2
> COc1ccc(-c2nc(SCC(C)C)nc(NCCO)c2C#N)cc1
  100.5	96.5	100.1	83.3	90.8	96.0	71.3	89.9
> O=C(OCCN1C(=O)C2C3C=CC(C3)C2C1=O)C1C2C=CC(C2)C1C(=O)OCCN1C(=O)C2C3C=CC(C3)C2C1=O (centres undefined)
  115.1	110.9	109.2	110.4	108.2	101.0	nt	101.9
> COc1ccc2c(c1)N(CCO)C1=C(C(=O)OC1)C2c1cccc(F)c1 (centres undefined)
  7.9*	-40.6*	50.0	16.3	9.6*	18.1	16.0	36.0
> CCOC(=O)c1c(SC)nn(C(=S)Nc2ccccc2)c1N
  120.5	108.7	93.4	98.3	100.9	90.5	91.7	94.2
> COc1cccc(Nc2nc(NCCO)c3ccccc3n2)c1
  75.7	72.3	72.9	48.1	42.7	76.8	47.1	65.3
> NC1(C(=O)N[C@@H](CCO)c2ccc(Cl)cc2)CCN(c2ncnc3[nH]ccc23)CC1
  4.8*	26.3	-9.6*	11.4	76.9	27.4	23.7	73.5
> CCOC(=O)c1ccc(NC(=O)c2nc(-c3cc(OC)c(OC)c(OC)c3)n(-c3ccc(Cl)cc3)n2)cc1
  107.3	88.9	74.6	81.8	85.7	86.7	92.7	69.4
> O=C1c2cccnc2-c2ncccc21
  100.4[100 µM]	103.1[100 µM]	103.7[100 µM]	117.5[100 µM]	115.4[100 µM]	108.7[100 µM]	119.7[100 µM]	117.9[100 µM]
> C=CCOC(=O)COc1ccc(Cl)cc1Cl
  109.8	103.7	103.8	96.0	103.1	93.0	92.8	104.1
> CC1(C)c2[nH]c3ccccc3c2C[C@]2(C)[C@H]3CC=C4[C@@H]5C[C@](C)(C(=O)O)CC[C@]5(C)CC[C@@]4(C)[C@]3(C)CC[C@@H]12
  29.4	70.4	58.2	42.8	nt	44.4	34.5	96.3
> O=[N+]([O-])c1cccc2ncccc12
  115.5	104.3	107.9	97.9	111.8	108.8	101.7	109.1
> CC(=O)Oc1csc(N(C(C)=O)c2cc(C(=O)O)cc(C(=O)O)c2)n1
  95.2	102.0	82.8	108.9	102.1	95.0	113.7	89.2
> Nc1ccc(Br)c(C(F)(F)F)c1
  110.9	102.2	93.0	114.6	103.5	118.1	104.9	104.5
> O=c1cc(/C=N\Nc2ccc([N+](=O)[O-])cc2)[nH]c(=O)[nH]1
  110.2	99.9	112.2	110.8	nt	98.3	106.1	81.5
> O=C(O)CSCC(=O)Nc1ccccc1Cl
  111.7	107.0	103.8	118.3	96.9	94.7	nt	nt
> CCOC(=O)/C(=C\c1ccc(-c2ccccc2)cc1)C(C)=O
  95.0	98.9	98.8	106.8	100.8	93.3	95.9	111.6
> CCCCOc1ccc(NC(=O)n2nc(N)c3cc(Cl)ccc32)cc1
  106.4	93.6	102.0	79.9	78.2	97.2	95.1	96.2
> COc1ccc(/C=C(/C(=O)NS(=O)(=O)c2ccc(Cl)cc2Cl)c2cc(OC)c(OC)c(OC)c2)cc1
  102.7	101.0	97.2	87.3	94.5	98.7	95.8	105.5
> O=C(O)c1cc(-c2ccc(Cl)cc2)nc2cc(Cl)ccc12
  110.5	106.5	109.6	101.2	101.1	100.1	99.8	117.3
> Nc1ccc(Cl)c(S(=O)(=O)O)c1
  99.3	106.8	96.0	109.0	104.2	100.7	103.0	111.3
> COc1ccc(/C=N/N=C(N)N)cc1S(=O)(=O)O
  108.5	102.4	97.9	94.6	111.3	102.6	98.8	107.3
> CCOC(=O)C(CC)C(O)c1ccccc1 (centres undefined)
  nt	103.1	109.0	98.7	108.8	100.6	106.2	124.9
> CC(=O)c1c(C)[nH]c2c1c(-c1ccc(C)o1)nc1ccccc12
  109.0	87.9	100.2	86.5	84.0	78.7	49.8	88.7
> CN1CCN(c2c3c(c(C#N)c4nc5ccccc5n24)CCC3)CC1
  109.6	108.1	105.4	59.6	83.8	94.6	67.2	86.4
> O=S(=O)(Nc1ccc(-c2ccccc2)cc1)c1ccccc1
  nt	111.1	101.0	93.8	100.6	86.6	102.8	97.7
> c1ccc(N(c2ccccc2)c2ccccc2)cc1
  nt	104.4	106.3	95.4	nt	116.7	79.3	119.5
> COc1cc2nc(-c3ccc(C(F)(F)F)cc3)cc(OCCN3CCOCC3)c2cc1OC
  94.6	101.2	78.3	85.2	87.0	90.4	71.1	84.7
> COC(C(O)C=O)C(O)C(O)CO (centres undefined)
  109.6	116.7	102.9	104.9	98.4	96.5	95.2	104.7
> NC(=O)N/N=C/c1ccc(Cl)cc1
  103.4	103.0	102.4	100.9	125.5	92.2	98.6	114.5
> COc1ccc(-c2nc(-c3ccc(C)cc3)nc3[nH]c(-c4ccc(F)cc4)cc23)cc1
  107.4	106.3	88.5	105.2	100.1	79.9	98.7	84.0
> CC1CC=C(O)C12OCC(C)(C)CO2 (centres undefined)
  100.6	108.4	126.1	75.1	105.4	106.0	98.2	101.3
> Cc1ccc2[nH]c(=O)cc(N=[N+]=[N-])c2c1
  86.4	105.9	90.1	85.7	81.8	84.1	65.9	88.4
> COc1nc(=O)n(C2C=CC(=O)O2)cc1F (centres undefined)
  11.9	79.0	81.2	33.5	40.8	31.9	-19.8*	100.0
> CCN(CC)CCN(C)c1ccc(CO)c2sc3cc(Cl)ccc3c(=O)c12
  76.2	91.6	88.4	85.4	83.0	88.8	nt	95.4
> C=CCn1c(SCC(=O)Nc2cccc(C(=O)/C=C/c3ccc(C)cc3C)c2)nc2ccccc2c1=O
  91.6	90.0	110.4	nt	nt	59.7	nt	89.1
> CC(=O)c1ccc(NC(=O)COc2ccc(C3SCC(=O)N3c3ccccc3)cc2)cc1 (centres undefined)
  98.9	104.7	92.8	99.6	86.7	91.9	94.2	97.3
> COc1cc2oc(-c3ccc(NC(=O)c4cccc(Br)c4)cc3)cc(=O)c2c(OC)c1OC
  101.8	83.7	77.5	41.9	51.7	77.6	49.5	80.0
> O=[N+]([O-])c1ccc(Oc2cc(Cl)c(Cl)cc2Cl)c(Cl)c1
  102.4	100.5	94.4	81.0	96.7	89.1	95.9	107.1
> Nc1ccc(Cl)cc1[N+](=O)[O-]
  113.4	107.8	105.5	128.9	140.9	117.2	130.8	108.6
> CN1C(=O)[C@@]2(C)Nc3ccccc3CN2C1=S
  101.7	102.4	127.5	107.0	104.1	127.8	90.7	99.4
> O=C(Oc1cc([N+](=O)[O-])c(Cl)cc1Cl)C(=O)Oc1cc([N+](=O)[O-])c(Cl)cc1Cl
  106.1	106.6	105.4	49.9	93.4	99.1	59.0	97.4
> O=c1[nH]ncc2ccccc12
  109.5&109.1	104.3&102.1	119.4&108.3	107.8&100.8	100.7&112.3	108.8&103.0	87.2	116.4&110.7
> O=S(=O)(c1ccc(NC(=S)NCc2ccco2)cc1)N1CCCCC1
  82.6	108.5	100.3	93.7	95.8	89.9	103.1	96.0
> Cc1ccc(Cc2sc3nc(=O)c4cn(C)nc4n3c2C)cc1
  110.7	105.3	98.5	82.3	87.4	99.9	84.5	111.2
> CN(C)NC(=O)C(c1ccccc1)c1ccccc1
  108.1	106.0	106.5	94.2	94.4	96.1	97.4	101.6
> CS(=O)(=O)Oc1ccc2c3c(c(=O)oc2c1)CCCCCC3
  43.2	84.9	70.3	65.5	59.3	90.5	66.6	74.2
> Cc1ccc(Nc2nc(N)n(Cc3cccc(Br)c3)n2)cc1
  81.8	93.6	84.1	62.3	71.7	73.7	70.3	78.9
> COc1ccc(NC(=O)c2sc3nc4c(cc3c2N)C(=O)CCC4)cc1
  87.2	97.1	103.1	115.9	116.6	104.1	113.2	116.5
> CCOC(=O)c1cc(C(=O)c2cc(OC)c(OC)c(OC)c2)n2nc(-c3ccc(Cl)cc3)ccc12
  103.6	101.7	92.3	83.9	77.5	91.3	102.4	109.2
> COC(=O)CC1=C(C)/C(=C/c2[nH]c(-c3ccc[nH]3)cc2OC)N=C1C
  19.0	-4.7*	22.3	-49.0*	-23.6*	-3.8*	-47.8*	-14.3*
> Cc1ccc(-c2nc(S(=O)(=O)c3ccccc3)c(SCC(N)=O)o2)cc1
  102.0	106.8	105.4	82.8	93.1	90.2	112.8	88.5
> CC(C)(C)c1ccc(S(=O)(=O)O)s1
  109.0	102.0	nt	76.1	77.0	98.0	73.1	93.1
> Cc1nc2c(=O)nc3s/c(=C\c4ccco4)c(=O)n3c2nc1C
  nt	94.1	109.9	105.8	101.9	96.4	94.2	93.8
> CCCCCCNC(=O)Oc1ccc(/C(=C(/C)c2ccc(OC)cc2)c2ccc(OCCN3CCCCCC3)cc2)cc1
  1.0*	24.1	70.3	9.7*	2.7*	-30.3*	-6.8*	6.3*
> CCCCCCCCCC(N)=O
  94.0	96.8	102.0	94.4	108.4	99.7	90.8	102.3
> N#CC1=C(/N=C/c2ccccc2)Oc2c(ccc3ccccc23)C1c1ccco1 (centres undefined)
  110.4	100.5	100.3	99.7	101.9	83.6	95.9	81.1
> CSc1nsc(N)n1
  103.2	102.1	100.0	97.9	112.8	95.8	98.4	95.9
> O=c1c(CCCC2CCCCC2)c[nH]c2ccccc12
  36.1	80.0	69.1	57.4	65.9	72.3	75.3	86.2
> CC1(C)N=C(N)N=C(N)N1c1ccc(OCC(=O)N2CCOCC2)cc1
  68.5	113.3	124.7	58.3	51.7	91.1	96.4	117.4

Given with each value named: 4 of the compounds above
Compound: CC1CC=C(O)C12OCC(C)(C)CO2 (centres undefined)
  MDA-MB-468: 100.6
  MDA-MB-435: 108.4
  BT-549: 126.1
  MOLT-4: 75.1
  K-562: 105.4
  MCF7: 106.0
  SR: 98.2
  MDA-MB-231: 101.3

Compound: Cc1ccc2[nH]c(=O)cc(N=[N+]=[N-])c2c1
  MDA-MB-468: 86.4
  MDA-MB-435: 105.9
  BT-549: 90.1
  MOLT-4: 85.7
  K-562: 81.8
  MCF7: 84.1
  SR: 65.9
  MDA-MB-231: 88.4

Compound: COc1nc(=O)n(C2C=CC(=O)O2)cc1F (centres undefined)
  MDA-MB-468: 11.9
  MDA-MB-435: 79.0
  BT-549: 81.2
  MOLT-4: 33.5
  K-562: 40.8
  MCF7: 31.9
  SR: -19.8*
  MDA-MB-231: 100.0

Compound: CCN(CC)CCN(C)c1ccc(CO)c2sc3cc(Cl)ccc3c(=O)c12
  MDA-MB-468: 76.2
  MDA-MB-435: 91.6
  BT-549: 88.4
  MOLT-4: 85.4
  K-562: 83.0
  MCF7: 88.8
  SR: nt
  MDA-MB-231: 95.4

Further records:
SMILES	MDA-MB-468	MDA-MB-435	BT-549	MOLT-4	K-562	MCF7	SR	MDA-MB-231
CCOC(=O)N1CCc2c(sc3c2C(=O)N[C@H](c2ccc(OC)cc2)N3)C1	100.6	98.7	107.7	99.7	nt	97.7	87.7	103.9
COc1ccccc1C1OC2=Nc3cc(C)c(C)cc3NC2C1=O (centres undefined)	66.2	82.5	88.6	97.8	97.7	56.8	nt	nt
CCN(CC)CN1C(=O)C(=O)c2ccccc21	nt	126.4	111.4	123.8	137.9	102.2	118.2	82.9
CC(=O)CC(=O)OCc1ccccc1	113.9	111.2	105.1	93.4	103.6	101.2	94.3	97.8
O=C(O)CCCc1cn(Cc2cn(CC(=O)Nc3cc(Cl)c(Cl)cc3Cl)nn2)c2ccccc12	112.0	96.0	98.1	97.2	104.0	90.1	100.3	97.2
Oc1c(Cl)cc(Cl)c(Cl)c1CN1CCOCC1	100.6	104.1	105.9	101.5	101.6	94.9	92.5	102.5
CN1CC(c2nc3ccccc3o2)CC1=O (centres undefined)	108.1	107.9	115.6	100.6	102.2	94.5	102.0	111.0
COc1ccc(CCC2c3c(cc4c(c3OC)OCO4)CCN2C)cc1 (centres undefined)	-81.5*	-66.2*	-69.9*	-4.8*	3.0*	-82.3*	-18.2*	-80.8*
C=C1C(=O)O[C@H]2[C@H]1CC/C(COC(=O)c1cn(C)c3ccccc13)=C\CC[C@@]1(C)O[C@@H]21	-66.4*	-51.2*	-24.4*	-1.0*	0.4*	-46.1*	-9.8*	-49.0*
CCc1cccc(CC)c1N1C(=O)C2=C(SCCCS2)C1=O	94.6	96.0	115.4	70.6	71.9	103.4	82.2	97.2
c1ccc(CCc2nc3ccccc3s2)cc1	123.2	97.9	93.2	101.8	85.5	81.7	94.4	87.2
C#CCOc1ccccc1/C=N/Nc1nc(-c2ccc(C#N)cc2)cs1	72.3	101.4	123.7	72.9	79.4	38.6	83.1	82.9
Clc1ccc(NCc2cn(-c3ccccc3)nc2-c2ccc(OCc3ccccc3)cc2)cc1	99.2	98.6	82.4	84.5	86.3	85.4	128.8	77.6
S=C1NCCCS1	116.4	116.2	108.7	108.9	104.8	117.6	102.4	92.3
CN(C)c1ccc(Br)cc1	103.4	108.5	nt	94.4	111.2	102.0	101.1	132.6
C[C@H](c1nc2ccc(Cl)cc2[nH]1)[C@H]1CC[C@H]2[C@@H]3CCC4=CC(=O)CC[C@]4(C)[C@H]3CC[C@]12C	80.8	84.8	82.6	64.7	53.9	67.9	54.7	85.6

From PubChem BioAssay
